BAP1 block = human BAP1 deubiquitinase inhibition | AID 436 | Q92560 | actives 0.48% (n = 72,000) | activity remaining (% of control), % at 20 µM | recombinant BAP1, Ub-AMC hydrolysis fluorescence kinetic; stronger effect = lower value;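 active = activity remaining at or below 50% of control, provided the compound also passes the data quality filters; inactive = the rest, including low values that fail the filters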;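 note: 100% = DMSO wells rate and 0% = substrate alone blank rate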
Target sequence (Q92560 whole entry, looked up): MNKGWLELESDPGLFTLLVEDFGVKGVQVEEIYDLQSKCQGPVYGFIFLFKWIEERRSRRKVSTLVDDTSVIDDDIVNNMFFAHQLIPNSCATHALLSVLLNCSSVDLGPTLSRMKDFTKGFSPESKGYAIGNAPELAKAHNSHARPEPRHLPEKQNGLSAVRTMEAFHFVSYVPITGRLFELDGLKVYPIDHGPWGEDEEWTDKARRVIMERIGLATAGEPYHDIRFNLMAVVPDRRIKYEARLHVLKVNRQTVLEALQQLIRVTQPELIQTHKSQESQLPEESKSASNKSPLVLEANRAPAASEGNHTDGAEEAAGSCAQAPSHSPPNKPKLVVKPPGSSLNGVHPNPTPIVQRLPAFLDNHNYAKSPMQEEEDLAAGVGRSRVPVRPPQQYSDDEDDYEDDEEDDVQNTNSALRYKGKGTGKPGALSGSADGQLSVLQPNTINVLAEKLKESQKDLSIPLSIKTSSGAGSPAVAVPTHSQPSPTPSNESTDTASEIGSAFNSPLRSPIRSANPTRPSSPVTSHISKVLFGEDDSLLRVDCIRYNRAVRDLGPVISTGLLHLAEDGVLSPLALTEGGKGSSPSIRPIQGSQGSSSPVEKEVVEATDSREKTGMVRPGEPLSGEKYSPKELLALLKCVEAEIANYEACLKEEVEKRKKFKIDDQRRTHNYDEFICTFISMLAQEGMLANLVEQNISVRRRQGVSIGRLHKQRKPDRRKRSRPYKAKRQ
HePTP inh = blocks human HePTP tyrosine phosphatase; inhibition, % at 20 µM; recombinant HePTP phosphatase activity, OD absorbance; P35236; actives 0.64% (n = 110,000); AID 521; in the data active = inhibition above about 50%;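 note: plate controls were vehicle for no effect and reference inhibitor for full effect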
Target sequence (P35236 whole entry, looked up): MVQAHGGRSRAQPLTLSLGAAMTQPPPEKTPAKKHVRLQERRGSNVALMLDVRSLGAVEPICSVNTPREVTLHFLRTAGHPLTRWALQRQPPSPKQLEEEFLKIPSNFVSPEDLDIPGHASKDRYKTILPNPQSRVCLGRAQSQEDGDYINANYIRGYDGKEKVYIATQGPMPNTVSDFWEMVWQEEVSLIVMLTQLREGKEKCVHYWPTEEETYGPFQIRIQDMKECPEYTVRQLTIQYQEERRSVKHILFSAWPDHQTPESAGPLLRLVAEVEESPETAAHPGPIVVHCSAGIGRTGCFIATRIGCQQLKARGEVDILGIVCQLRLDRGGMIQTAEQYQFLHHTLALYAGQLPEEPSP
* hit, by the source's call; x = no result given; & = joins results of further samples.

SMILES	BAP1 block	HePTP inh
COC(=O)Cn1c(CN2CCOCC2)nc2c1c(=O)n(C)c(=O)n2C	99	9
COc1ccc(S(=O)(=O)n2nnc3ccccc32)cc1OC	x	4
Cc1ccc2c(c1)N(C(=O)CSc1nncn1C)C(C)(C)c1ssc(=S)c1-2	93	10
Cc1c(C#N)c2ccccc2n1CC(=O)NCC1CCCO1 (configuration not stated)	94	2
O=Cc1ccccc1OCc1ccc(I)cc1	x	7
CCc1cc(=O)oc2cc(C)cc(OC(C)C(=O)O)c12 (configuration not stated)	53	1
O=C(Nc1ccccc1F)c1ccco1	x	0
CN(C)CCOC(=O)COc1ccc(Cl)cc1	88	x
COc1ccc(N=Cc2sccc2C)c([N+](=O)[O-])c1	x	2
COc1ccc2[nH]c(=O)c(CN(C(=O)c3cccnc3)c3ccccc3OC)cc2c1	x	-2
CCOC(=O)C1CCN(C(=O)Cc2c(C(=O)O)n(CC)c3ccccc23)CC1	98	-9
COc1ccccc1NC(=O)c1ccc(CN(c2ccc(C)c(C)c2)S(C)(=O)=O)cc1	x	0
COc1ccc(C/C(O)=C(\C#N)c2nc3ccccc3[nH]2)cc1	x	6
CNc1oc(-c2ccccc2)nc1C#N	x	6
CC(=O)Nc1ccc(S(=O)(=O)N2CCCN(S(=O)(=O)c3ccc(C)cc3)CC2)cc1	103	8
Cc1cccc(-n2c(CNC(=O)c3ccccc3)nnc2SCC(=O)Nc2nccs2)c1	93	1
CCc1cc2c(SCC(=O)O)ncnc2s1	98	6
CCOC(=O)C1=C(C)N=c2s/c(=C\C(=O)OC)c(=O)n2C1c1ccc(OC)cc1 (configuration not stated)	76	-2
CCOc1ccc(N(CC(=O)Nc2cc(C)ccc2C)S(=O)(=O)c2ccc(SC)cc2)cc1	x	9
COc1cc(OC)cc(C(=O)Nc2cc(C34CC5CC(CC(C5)C3)C4)ccc2C)c1	x	-4

Some of these compounds in order of heavy-atom count, lowest first:
SMILES	BAP1 block	HePTP inh
O=C(Nc1ccccc1F)c1ccco1	x	0
CCc1cc2c(SCC(=O)O)ncnc2s1	98	6
CN(C)CCOC(=O)COc1ccc(Cl)cc1	88	x
COc1ccc(N=Cc2sccc2C)c([N+](=O)[O-])c1	x	2
CCc1cc(=O)oc2cc(C)cc(OC(C)C(=O)O)c12 (configuration not stated)	53	1
COc1ccc(S(=O)(=O)n2nnc3ccccc32)cc1OC	x	4
COc1ccc(C/C(O)=C(\C#N)c2nc3ccccc3[nH]2)cc1	x	6
COC(=O)Cn1c(CN2CCOCC2)nc2c1c(=O)n(C)c(=O)n2C	99	9
Cc1ccc2c(c1)N(C(=O)CSc1nncn1C)C(C)(C)c1ssc(=S)c1-2	93	10
CCOC(=O)C1CCN(C(=O)Cc2c(C(=O)O)n(CC)c3ccccc23)CC1	98	-9
CCOC(=O)C1=C(C)N=c2s/c(=C\C(=O)OC)c(=O)n2C1c1ccc(OC)cc1 (configuration not stated)	76	-2
COc1cc(OC)cc(C(=O)Nc2cc(C34CC5CC(CC(C5)C3)C4)ccc2C)c1	x	-4
COc1ccccc1NC(=O)c1ccc(CN(c2ccc(C)c(C)c2)S(C)(=O)=O)cc1	x	0
Cc1cccc(-n2c(CNC(=O)c3ccccc3)nnc2SCC(=O)Nc2nccs2)c1	93	1
CCOc1ccc(N(CC(=O)Nc2cc(C)ccc2C)S(=O)(=O)c2ccc(SC)cc2)cc1	x	9

Other structures.
SMILES	BAP1 block	HePTP inh
COc1ccc(N(C(C)C(=O)O)S(C)(=O)=O)cc1 (configuration not stated)	x	6
O=C(N/N=C/c1ccc(Cl)cc1Cl)c1c[nH]c2ccccc12	x	3
Cc1ccc(/C=C/C(=O)N2CCN(c3ccc([N+](=O)[O-])cc3)CC2)o1	x	29
O=C(Cn1cccc1)Nc1ccc(OC(F)(F)F)cc1	98	10
O=C1CC(c2cccs2)Cc2nc(NCC3CCCO3)ncc21 (configuration not stated)	84	8
COc1ccc(/C=C2\C(=O)ON=C2C)cc1	x	5
CCCCc1nnc(SCCSc2nnc(CCCC)n2N)n1N	112	7
Cn1c(=O)c2c(nc(NCCNC(=O)c3ccco3)n2Cc2ccc(Cl)cc2Cl)n(C)c1=O	126	6
Cc1nc2nc(-c3ccco3)[nH]n2c(=O)c1Cc1ccccc1	86	-2
Cc1cccc(Nc2cc(=O)[nH]c(=O)[nH]2)c1	x	-10
O=C(Cn1c(=O)n(Cc2ccco2)c(=O)c2ccccc21)NCC1CCCO1 (configuration not stated)	102	0
O=[N+]([O-])c1ccccc1S(=O)(=O)Nc1ccc(S(=O)(=O)Nc2nccs2)cc1	x	-15
O=C1c2ccccc2C(Nc2ccc3c(c2)OCCO3)N1c1ccccn1 (configuration not stated)	96	7
C/C(=N\NC(=O)c1cc(C)[nH]n1)c1ccc2ccccc2c1O	x	0
Cc1c(C(=O)NCCC2=CCCCC2)cccc1[N+](=O)[O-]	x	0
COc1cc([N+](=O)[O-])cc(C=C2C(=O)N(C)C(=O)N(C)C2=O)c1O	x	4
CC(C)NC(=O)c1nc2ccccc2s1	84	-2
COc1cc(/C=N/NC(=O)CSCc2ccc([N+](=O)[O-])cc2)cc(OC)c1OC	x	7
COc1ccc(NC(=O)c2cccc([N+](=O)[O-])c2)c([N+](=O)[O-])c1	150	x
C(=C\CSc1nc2ccccc2[nH]1)/CSc1nc2ccccc2[nH]1	x	-6
CCOC(=O)Cc1csc(NC(=O)/C=C\c2ccccc2Cl)n1	x	-4
CC(C)(C)n1nnnc1C(c1cccs1)N1CCCc2ccccc21 (configuration not stated)	65	-5
CCOC(=O)c1sc2nc(CC(=O)OC)nc(NCC(=O)OC)c2c1C	x	6
O=C(Nc1cccc(Cl)c1)Nc1ccccc1C(=O)N1CCN(c2ccc(F)cc2)CC1	x	4
COc1ccc(NC(=O)CN(Cc2ccccc2)S(=O)(=O)c2ccccc2)cc1Cl	x	10
Cc1nnc(NC(=O)c2ccccc2Br)s1	105	9
CC(C(=O)O)N1C(=O)/C(=C/c2cccs2)SC1=S (configuration not stated)	x	3
Cc1nc2ccccn2c1/C(O)=C1\C(=O)C(=O)N(CCCn2ccnc2)C1c1ccncc1 (configuration not stated)	100	11
O=C(O)C1CC(=O)N(c2ccc(OCc3c(F)cccc3Cl)cc2)C1 (configuration not stated)	92	1
CCOC(=O)c1sc(=S)n(-c2ccccc2OC)c1N	81	5
O=C(COc1ccccc1[N+](=O)[O-])Nc1ccc2oc(-c3ccc(Cl)cc3)nc2c1	x	6
CCOc1ccc(Cl)cc1S(=O)(=O)N1CCCCC1	83	x
COc1ccccc1/C=C1\C(=O)Nc2ccccc21	x	-7
COc1ccc(-c2cc3ccccc3oc2=O)cc1OC	x	3
COCCN(CCOC)Cc1c(O)ccc2c3c(c(=O)oc12)CCC3	x	3&3
CCCCOc1ccc(S(=O)(=O)N2CCCCCC2)cc1	77	-4
O=C(O/N=C/c1ccc([N+](=O)[O-])o1)c1ccccc1Br	x	-6
O=C(NN1C(=O)/C(=C/c2ccc([N+](=O)[O-])cc2)SC1=S)c1ccccc1Cl	x	6
CCOC(=O)c1[nH]c(C)c(/C(O)=C2\C(=O)C(=O)N(CCCn3ccnc3)C2c2ccncc2)c1C (configuration not stated)	83	2
CCCCOc1ccc(CSC(CC(=O)O)C(=O)O)cc1 (configuration not stated)	79	0

Copied from the list:
COc1ccccc1/C=C1\C(=O)Nc2ccccc21 in HePTP inh → -7
Cc1nc2ccccn2c1/C(O)=C1\C(=O)C(=O)N(CCCn2ccnc2)C1c1ccncc1 (configuration not stated) in HePTP inh → 11

Further records follow:
SMILES	BAP1 block	HePTP inh
O=C(Nc1c(-c2ccccc2)nc2sccn12)c1ccc(Cl)cc1	x	-9
Cc1sc(C(=O)NCc2cccnc2)c2nc(C)n(CC(=O)NCc3cccnc3)c(=O)c12	100	1
O=S(=O)(c1ccc(Br)cc1)N1CCN(c2ccccc2)CC1	x	-8
COc1ccc(-c2cn[nH]c2N)c(OC)c1	105	-7
COC(=O)CCCCCc1ccc(C(C)=O)s1	84	9
O=C(Nc1ccc(F)cc1F)c1cc2n(n1)C(C(F)(F)F)C1CCCCC1N2 (configuration not stated)	38*	9
Cc1ccc(OCC(=O)NC(C)C)cc1	x	8
CCN1CCN(C(c2cccs2)C(C)NC(=O)CC(C)C)CC1 (configuration not stated)	98	1
COc1ccc(/C=C2/SC(=O)N(CC(=O)Nc3cc(C)on3)C2=O)cc1OC	x	-6
CCCC(=O)NNC(=O)c1ccccc1C	x	0
CSc1ccc(/C=N/Nc2nc(Nc3ccccc3)nc(N3CCOCC3)n2)cc1	x	11
COc1ccc(NC(=O)C(CC(C)C)NC(=O)c2ccccc2C)cn1 (configuration not stated)	97	-2
Cn1c(N2CCC(C(N)=O)CC2)nc2c1c(=O)n(Cc1ccc(Cl)cc1)c(=O)n2C	100	11
CCCCC(NC(C)=O)c1nc2ccccc2[nH]1 (configuration not stated)	94	48
COc1ccc2[nH]c(=O)c(CN(CCO)C(=O)c3ccccc3F)cc2c1	x	5
Cc1ccc(OCCNC(=O)c2ccccc2N)cc1	86	3
CCOc1ccc(CCNC(=O)CN2CCN(Cc3ccccc3C)C2=O)cc1OCC	105	0
CC(C)c1cc(NCCCN2CCOCC2)n2c(nc3ccccc32)c1C#N	x	-4
CCOCCCNC(=O)c1ccccc1SC	72	3
COc1cc(S(=O)(=O)N(Cc2ccc(C)cc2)C2CCCCC2)ccc1-n1cnnn1	114	-2
CCOC(=O)C1=C(N)Oc2cc(C)oc(=O)c2C1c1cccnc1 (configuration not stated)	98	-3
COc1ccc(C2CC(=O)C3=C(C2)Nc2ccccc2NC3c2ccccc2OC(C)C)cc1 (configuration not stated)	53	8
CC(=O)c1cccc(-c2ccc(/C=C3\C(=O)NC(=O)C(C#N)=C3C)o2)c1	x	72*
COc1ccc(NC2=CC(=O)CC(C)(C)C2)c(OC)c1	x	-10
CN(C)c1ccc(/C=C2\N=C(c3ccccc3Cl)OC2=O)cc1	x	-1
Cc1c(Cc2ccccc2)sc(NC(=O)c2ccc(-c3ccccc3)cc2)c1C(N)=O	x	4
Fc1ccc(CSc2ncnc3nc[nH]c23)cc1	83	3
COc1ccc(N(CC(=O)N/N=C(\C)c2ccccc2)S(=O)(=O)c2ccccc2)cc1	x	-16
COC(=O)c1ccc(C(=O)Nc2cccc3c2C(=O)c2ccccc2C3=O)cc1	177	x
COc1ccc(NC(=O)C2=C(C)NC(=O)NC2c2ccc(C)cc2)cc1 (configuration not stated)	x	0
CSCC[C@H](NC(=O)NCc1ccccc1F)C(=O)O	120	3
COc1cc(/C=C2\SC(=S)N(C)C2=O)cc(Br)c1O	x	-10
CC(C)C[C@H](NC(=O)NCc1ccccc1Cl)C(=O)O	105	11
CCOC(=O)c1[nH]c(C)c(/C(O)=C2\C(=O)C(=O)N(CCN(C)C)C2c2ccc(C)o2)c1C (configuration not stated)	87	-10
Cc1cccc(N(CC(=O)NCCSc2ccccn2)S(=O)(=O)c2ccccc2)c1	x	5
COC(=O)c1c(NC(=O)COc2ccc(C)cc2Br)sc2c1C(C(=O)OC)CC2 (configuration not stated)	x	-5
CC1=NN(C(=O)c2ccc(Cl)cc2)C(O)(c2ccccc2)C1 (configuration not stated)	x	-8
O=C(NCc1ccc2c(c1)OCO2)c1cccc2c1C(=O)N(C1CCCCC1)C2	90	1
Clc1cccc(CN2CCN(Cc3cccnc3)CC2)c1	x	0
CCCc1n[nH]c2c1C(=O)CC(C)(C)C2	92	5

Grouped by structure: the compounds so far with a CF3 group
SMILES	BAP1 block	HePTP inh
O=C(Cn1cccc1)Nc1ccc(OC(F)(F)F)cc1	98	10
O=C(Nc1ccc(F)cc1F)c1cc2n(n1)C(C(F)(F)F)C1CCCCC1N2 (configuration not stated)	38*	9

(further entries)
SMILES	BAP1 block	HePTP inh
CCCCCCCNC1CC(=O)N(c2ccc(OCCC)cc2)C1=O (configuration not stated)	x	3
COc1ccc(NC(=O)CS(=O)CC(=O)Nc2cc(Cl)ccc2OC)cc1 (configuration not stated)	98	2
Cc1ccsc1/C=C1\SC(=S)N(c2c(C)n(C)n(-c3ccccc3)c2=O)C1=O	x	-12
O=C(c1ccc(-c2ccccc2)cc1)N1CCN(C(=O)c2ccco2)CC1	91	7
c1ccc(CSCc2cn3ccsc3n2)cc1	121	3
CCn1c2ccccc2c2cc(NC(=O)c3ccc(OC)cc3OC)ccc21	x	-2
COc1ccc(-c2cc(C(F)(F)F)n3nc(C(=O)N4CCN(C)CC4)c(Cl)c3n2)cc1	x	4
COC(=O)Cc1[nH]nc2c1C1(C(=O)N(Cc3ccc(Cl)cc3)c3ccccc31)C(C#N)=C(N)O2 (configuration not stated)	103	1
CCOc1ccc(N2C(=O)CC(NCCc3ccncc3)C2=O)cc1 (configuration not stated)	127	11
CCC1(C)Cc2c(sc3[nH]c(=S)n(Cc4ccccc4)c(=O)c23)CO1 (configuration not stated)	x	0
Cc1ccc(CC(NC(=O)c2ccccc2)C(=O)N2CCCC2C(=O)O)cc1 (configuration not stated)	x	3
COc1ccc(N(CC(=O)NCCSc2nc3ccccc3s2)S(=O)(=O)c2ccccc2)c(OC)c1	x	-12
CC(C)(Oc1ccc(Cl)cc1)C(=O)N1CCN(c2ccccn2)CC1	92	4
Nc1ccc(N2C(=O)c3ccccc3C2=O)c(Cl)c1	97	x
CC(C)Nc1nc(NC(C)C)nc(N(C)C(N)=O)n1	96	7
CC(=O)C1=C(C)NC2=C(C(=O)CC(C)(C)C2)C1c1cccc([N+](=O)[O-])c1 (configuration not stated)	x	5
Cc1cc(C(=O)Nc2ccc(N(C)C)cc2)ccc1[N+](=O)[O-]	x	-2
O=C(c1ccc(F)cc1)c1cn[nH]c1-c1ccccc1O	x	-2
COc1ccc(C2OC(=O)CC2C(=O)NC(C)C)cc1 (configuration not stated)	99	4
Cc1ccc(S(=O)(=O)n2nc(OC(=O)c3c(-c4ccccc4Cl)noc3C)cc2N)cc1	88	7
CCn1cc(/C=C(/C#N)C(=O)Nc2ccc(OC)cc2)c2ccccc21	x	-3
O=C(CSc1nnc(-c2ccc(Cl)cc2Cl)o1)NC1CCCCC1	x	-17
COc1ccc(NC(=O)N2CCCC(c3nc(-c4ccc(C(C)C)cc4)no3)C2)cc1 (configuration not stated)	77	0
CN(C)c1ccc(P(=O)(c2ccc(N(C)C)cc2)c2ccc(N(C)C)cc2)cc1	170	-8
COc1ccc(NC(=O)CSc2nc(O)c(Cc3ccccc3)c(=O)[nH]2)cc1	80	-1
